Compound activity as filed in PubChem BioAssay.
dFosB act – enhances mouse delta FosB homodimer DNA binding | P13346 | purified delta FosB, TAMRA-CDK5 oligo fluorescence polarization; percent of positive-control signal above neutral wells | activation, % at 25 µM | actives 0.99% (n = 340,000);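 active = mean activation above about 17%, with every replicate also reaching it, limit read from the data, passing the limit was not always enough; inconclusive = only one of the two conditions met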;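 note: fluorescence polarization rise as delta FosB binds a TAMRA Cdk5 AP-1 oligo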
Target sequence (P13346 whole entry, looked up): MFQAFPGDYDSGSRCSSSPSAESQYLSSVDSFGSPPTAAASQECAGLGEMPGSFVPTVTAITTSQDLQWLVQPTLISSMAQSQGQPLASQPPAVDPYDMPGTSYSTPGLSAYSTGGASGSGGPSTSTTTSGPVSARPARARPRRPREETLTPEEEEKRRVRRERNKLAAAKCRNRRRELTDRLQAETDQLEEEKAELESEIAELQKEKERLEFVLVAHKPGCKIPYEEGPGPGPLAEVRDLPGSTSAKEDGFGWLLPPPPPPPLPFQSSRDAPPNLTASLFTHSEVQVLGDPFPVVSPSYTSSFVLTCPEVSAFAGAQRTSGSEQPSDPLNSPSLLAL
NSD2 inh – NSD2 (human) methyltransferase inhibition | AID 743445 | actives 0.54% (n = 310,000) | inhibition, % at 12.5 µM | O96028 | NSD2 peptide methylation, AlphaScreen, 120 min; in the data active = inhibition above about 50%
PfHsp90 yeast 2 – reduces growth (ATP signal) of yeast expressing P. falciparum Hsp90. AID 504621. actives 0.32% (n = 310,000). S. cerevisiae expressing PfHsp90, BacTiter-Glo ATP, 48 h; yeast lacking PDR1 and PDR3 efflux regulators. inhibition, % at 9.4 µM;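 active = every replicate shows inhibition above about 80%, whatever the replicate mean, limit read from the data; inconclusive = mean inhibition reaches the set limit but some replicate falls short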;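 note: 0% = DMSO neutral controls and 100% = 20 µM radicicol positive controls; yeast relying on Plasmodium falciparum Hsp90 in place of its own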
SR-BI uptake up – enhances SR-BI lipid uptake from DiI-HDL. activation, % at 12.5 µM. actives 0.096% (n = 320,000). CHO ldlA[mSR-BI] cells, DiI-HDL uptake fluorescence, 3 h; 100 = double the neutral-control signal;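 active = mean replicate activation of at least 60% and every replicate at or above 60%; inconclusive = mean or all-replicate condition met, but not both; inactive = mean below 60% and not all replicates reaching 60%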;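 note: 0% = median plate neutral-control signal and 100% = twice that signal; values of inactives mirror those of a sister screen read the other way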
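System: CHO ldlA[mSR-BI] cells / Medium: HEPES-buffered (25 mM, pH 7.4) F12 plus 0.5% BSA / Probe or stimulus: labelled HDL, 10 µg/mL / Doses: single compound concentration, delivered by pin transfer / Schedule: 3 h, 37 °C / Measured by: DiI fluorescence, bottom read / Measure: cell-associated DiI fluorescence as measure of HDL uptake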
MITF act – increases MITF-driven TRPM1 promoter luciferase signal. actives 0.75% (n = 300,000). AID 588334. SK-MEL-5 TRPM1-promoter luciferase, 24 h; % of positive control, neutral wells = 0. activation, % at 12.5 µM;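 active = mean activation of at least 80% with every replicate also reaching 80%; inconclusive = mean reaches 80% but some replicate falls short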;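 note: 0% = neutral control wells and 100% = parthenolide positive control wells; values of inactives mirror those of a sister screen read the other way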
CAL PDZ FP-1 – blocks peptide binding to the human CAL PDZ domain. purified CAL PDZ, TMR-peptide fluorescence polarization, 1 h. AID 602252. Q9HD26. actives 0.92% (n = 300,000). inhibition, % at 24.9 µM;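 active = mean inhibition of at least 30% with at least half of replicates also reaching 30%; inconclusive = no clear call, values can overlap the other calls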;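 note: 0% = DMSO neutral control and 100% = excess unlabeled competitor peptide PRC23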
SR-BI DiI inh – inhibitors of mouse SR-BI mediated HDL lipid uptake | Q61009 | ldlA[mSR-BI] CHO cells, DiI-HDL uptake fluorescence, 3 h | inhibition, % at 12.5 µM | actives 0.96% (n = 320,000);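 active = mean replicate inhibition of at least 70% and a set share of replicates each scoring 70 or more; inconclusive = meets just one of the two criteria; inactive = fails both criteria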;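 note: 0% = median of neutral control wells and 100% = median of positive control wells; values of inactives mirror those of a sister screen read the other way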
PvdQ inh – P. aeruginosa PvdQ acylase inhibition | purified PvdQ acylase, fluorescence plate reader | inhibition, % at 10 µM | actives 0.063% (n = 340,000) | AID 488965; in the data active = inhibition above about 30%, passing the limit was not always enough; inconclusive = no clear call, values can overlap the other calls;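 note: 0% = vehicle neutral wells and 100% = reference inhibitor wells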
CAL PDZ FP-2 – blocks peptide binding to human CAL PDZ domain; Q9HD26; purified CAL PDZ, TMR-peptide fluorescence polarization, 1 h; inhibition, % at 20 µM; actives 0.02% (n = 330,000); AID 504414;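 active = highest replicate inhibition of at least 40%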;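 note: plate controls were DMSO neutral control wells for no effect and unlabeled competitor peptide control wells for full effect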
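material = purified tagged CAL PDZ domain construct (CerCALP) | compound dosing = 20 µM, one dose | times = 1 h at RT | measured by = fluorescence polarization from S- and P-plane intensities, G-factor corrected | read-out = inhibition from polarization loss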
Rtt109 HAT inh – C. albicans Rtt109 histone acetyltransferase inhibition; inhibition, % at 34.9 µM; purified Rtt109/Vps75, ThioGlo CoA-SH fluorescence, 4 h; actives 0.16% (n = 330,000); Q5AAJ8;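 active = inhibition of at least 50% in every replicate; inconclusive = best replicate reaches 50% inhibition but some replicates fall short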
Target sequence (Q5AAJ8 whole entry, looked up): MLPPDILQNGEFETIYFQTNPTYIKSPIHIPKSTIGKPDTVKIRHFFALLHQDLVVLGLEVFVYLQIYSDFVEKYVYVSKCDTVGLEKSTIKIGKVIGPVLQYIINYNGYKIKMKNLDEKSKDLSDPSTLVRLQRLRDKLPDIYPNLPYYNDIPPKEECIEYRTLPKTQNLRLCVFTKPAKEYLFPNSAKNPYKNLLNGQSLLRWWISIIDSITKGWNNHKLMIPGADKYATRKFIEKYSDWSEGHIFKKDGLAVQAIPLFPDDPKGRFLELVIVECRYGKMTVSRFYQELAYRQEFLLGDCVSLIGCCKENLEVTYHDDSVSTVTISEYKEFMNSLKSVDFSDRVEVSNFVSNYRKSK
* marks the source's active call; other numbers are inactive results; ? = inconclusive; . = no result given.

SMILES	dFosB act	NSD2 inh	PfHsp90 yeast 2	SR-BI uptake up	MITF act	CAL PDZ FP-1	SR-BI DiI inh	PvdQ inh	CAL PDZ FP-2	Rtt109 HAT inh
Cc1ccc(OCCN(C)C(=O)C2CCC(=O)N(CCCN3CCCC3=O)C2)cc1 (configuration not stated)	-9	3	18	-1	-10	6	1	-11	-0.3	-10
CC(=O)n1c(=O)c2ccccc2c(=O)n1-c1ccccc1	3	1	10	8	1	-1	-8	-1	-2.8	-8
CCOC(=O)Cc1csc(NC(=O)COc2ccc(C)c(C)c2)n1	-17	1	0	18	-12	-1	-18	-13	-0.3	11
Cc1cc2ccccc2c(=O)n1CC(=O)NCC(=O)N1CCN(c2cccc(Cl)c2)CC1	8	-2	19	-44	-2	-2	44	-5	-1.0	-5
COc1ccc([N+](=O)[O-])cc1NC(=O)C(C)Sc1nc(C)c(C)c(C)n1 (configuration not stated)	-4	-2	-39	-11	-3	-1	11	-6	-0.5	2
NC(=O)COC(=O)CC12CC3CC(CC(C3)C1)C2	-7	0	7	28	9	2	-28	-6	-2.9	7
c1ccc(-n2cccc2)c(N2CCCCC2)c1	4	6	-15	-2	.	.	2	-5	-2.5	3
COc1ccc(C(=O)OCC(=O)NCCCc2ccccc2)c(OC)c1	1	-2	-3	-2	5	-2	2	-11	-0.1	-2
Cc1noc(C)c1CN1C(=O)c2ccc([N+](=O)[O-])cc2C1=O	-3	6	-19	.	-9	2	.	-5	0.6	-2
CC(C)OCCCNC(=O)C1CCC(=O)N1C1CCCC1 (configuration not stated)	7	-2	4	21	2	-1	-21	-14	0.1	2
CCOCCn1[nH]c2ccccc2c1=O	1	.	3	11	8	0	-11	0	1.1	-2
O=c1oc(-c2ccccc2Br)nc2ccccc12	-3	-11	9	10	.	-6	-10	-9	-0.5	-14
Cc1cc(N2CCN(c3ccccc3)CC2)n2nnnc2n1	-3	0	.	5	2	-2	-5	3	-0.5	6
CC(NC(=O)c1ccccc1N)c1ccccc1 (configuration not stated)	0	.	23	-30	-2	-1	30	-6	9.6	-6
COC(=O)Cc1c(C)nc2nc(-c3ccccc3)[nH]n2c1=O	-2	2	3	1	-2	3	-1	-11	-0.4	-17
CC(OC(=O)C1CCC1)C(=O)Nc1cc(Cl)cc(Cl)c1 (configuration not stated)	-2	9	.	-5	6	-6	5	-9	-3.4	-6
Cc1nc2ccn(Cc3ccccc3)c(=O)c2cc1C(=O)N1CCN(c2ccccc2)CC1	-10	1	6	-4	-2	-4	4	12	-0.8	11
CCCCC(=O)N=c1sc2c(OC)ccc(OC)c2n1C	-4	-4	-68	2	-10	0	-2	-5	-3.1	7
COc1ccccc1Nc1c([N+](=O)[O-])cncc1[N+](=O)[O-]	0	3	-10	4	-7	-1	-4	-16	-1.2	-1
Cc1ccc(/C=C2/NC(=O)N(Cc3ccc(Br)cc3)C2=O)o1	-3	0	109*	-15	11	-2	15	7	-0.3	-7
O=C(NCC1CCCO1)c1ccc(COc2ccc(Cl)cc2)cc1 (configuration not stated)	-7	-7	-10	-6	-4	1	6	12	-2.2	.
O=c1c2cc(F)ccc2[nH]c(=S)n1CCCN1CCOCC1	-2	1	-5	5	-4	0	-5	1	0.1	-4
CCCCn1nnc(NC(=O)c2ccc(-c3cccc(Cl)c3)o2)n1	-21	2	-31	-10	32	1	10	-19	-0.8	1
Cc1ccc(C)c(NC(=O)CSc2nnc(CCCCCNC(=O)OC(C)(C)C)o2)c1	-5	-2	.	-47	13	-4	47	-11	16	-5
CCOC(=O)c1[nH]c(C)c(C(=O)OCC(=O)NCc2ccc(Cl)cc2)c1C	-5	4	-70	11	-7	-6	-11	-13	0.5	0

Given with the structure last: part of the list above
dFosB act,NSD2 inh,PfHsp90 yeast 2,SR-BI uptake up,MITF act,CAL PDZ FP-1,SR-BI DiI inh,PvdQ inh,CAL PDZ FP-2,Rtt109 HAT inh,Structure
1,-2,-3,-2,5,-2,2,-11,-0.1,-2,COc1ccc(C(=O)OCC(=O)NCCCc2ccccc2)c(OC)c1
-3,6,-19,.,-9,2,.,-5,0.6,-2,Cc1noc(C)c1CN1C(=O)c2ccc([N+](=O)[O-])cc2C1=O

Other results:
SMILES	dFosB act	NSD2 inh	PfHsp90 yeast 2	SR-BI uptake up	MITF act	CAL PDZ FP-1	SR-BI DiI inh	PvdQ inh	CAL PDZ FP-2	Rtt109 HAT inh
Oc1c(I)cc(Cl)c2cccnc12	-5	.	111*	1	-18	-1	-1	10	-0.7	6
S=c1[nH]ncc2ccccc12	0	35	-15	19	-4	-2	-19	-3	-0.1	8
CCCCOc1ccc(-c2cc(C(=O)NNC(=S)NCC)c3ccccc3n2)cc1	-14	1	-36	-27	2	.	27	5	-0.7	7
O=C(c1ccccc1)N1CCCC(C(=O)N2CCCCC2)C1 (configuration not stated)	-2	-1	-14	.	-7	-5	-46	-16	-1.4	-3
O=C(COC(=O)/C=C/c1cccc(F)c1)Nc1ccc2[nH]c(=O)[nH]c2c1	9	0	-24	8	4	2	-8	-15	0.4	-6
CC(=O)C[C@H]1c2cc(C(F)(F)F)ccc2S(=O)(=O)N1c1ccc(N(C)C)cc1	-1	.	.	-14	-7	0	14	-16	1.1	4
COc1ccccc1CNC(=O)C1CSC2(C)CCC(=O)N12 (configuration not stated)	1	3	8	-5	-9	-1	5	-12	0.4	-8
C=C1C(=O)O[C@@H]2[C@H]1CC[C@H](C)[C@]1(O)CCC(=O)[C@@]21C	-6	0	-5	17	-37	-6	-17	-20	-0.5	-1
O=c1c2ccccc2c(-c2cccc(C(F)(F)F)c2)nn1-c1ccccc1	-14	-2	-29	-17	2	-2	17	2	-1.4	-8
Cc1ccc(/C=C2\CC(C)CC3=C2NC(=S)NC3c2ccc(C)cc2)cc1 (configuration not stated)	-20	4	-4	.	9	-5	.	-1	-2.8	5
O=C1c2ccccc2C(Nc2ccccc2)N1Cc1ccc2c(c1)OCO2 (configuration not stated)	-2	15	-27	.	-9	4	.	17	-1.9	7
C=CCN1C(=O)C(C)(C)N(C(C)=O)c2ccccc21	-9	-1	-13	-10	-6	0	10	-10	-1.8	-3
CCCCN(CC)C(=O)CSc1nc2ccccc2c(=O)n1CC1COc2ccccc2O1 (configuration not stated)	-5	-1	5	-22	.	-1	22	-1	2.4	-2
Nc1cc2[nH]c(=O)c3ccccc3c2cc1Br	-2	-2	-30	-8	-4	0	8	-14	-0.1	4
Clc1ccc(NCc2nncn2-c2ccccc2)cc1	-4	-1	-4	5	.	-8	-5	7	-1.2	17
COc1ccc(C(=O)CCNc2ccc(C)c(Cl)c2)cc1	-6	-2	-40	6	4	-4	-6	-18	-1.2	2
O=[N+]([O-])c1cccc(-c2nc(-c3ccccc3)no2)c1	1	-4	-17	5	22	-1	-5	-3	1.2	-26
CCOC(=O)/C=C1\SCC(=O)N1CC(=O)NCc1ccc(OC)c(OC)c1	0	0	-10	6	3	-3	-6	-9	0.7	7
O=C(CN1CCCC1)Nc1cccc(Cl)c1	1	5	0	1	2	-3	-1	7	-0.5	6
CCN(CC)S(=O)(=O)c1ccc2[nH]c(=O)cc(C(=O)N(C)C3CCS(=O)(=O)C3)c2c1 (configuration not stated)	1	-2	5	21	3	.	-21	-11	-0.9	-5
CCOC(=O)C1(Cc2ccccc2C(F)(F)F)CCN(CC(O)CO)CC1 (configuration not stated)	3	3	-13	22	-8	-5	-22	-8	-0.1	7
Fc1ccccc1/C=N/N1CCN(Cc2ccccc2Cl)CC1	-4	3	14	9	.	-2	-9	-9	-3.0	11
O=C(CN1CCN(Cc2ccccc2)CC1)c1c[nH]c2ccccc12	-1	1	21	40	.	.	-40	-17	-1.0	-1
CCN1CCN(C(=S)Nc2ccc(Cl)cc2Cl)CC1	-9	-4	-15	-5	16	0	5	-8	-3.1	-4
Cc1ccccc1OCC(=O)NC(=S)Nc1ccc2c3c(cccc13)CC2	4	-3	-2	17	-5	0	-17	3	-0.2	-1
Next section:
SMILES	dFosB act	NSD2 inh	PfHsp90 yeast 2	SR-BI uptake up	MITF act	CAL PDZ FP-1	SR-BI DiI inh	PvdQ inh	CAL PDZ FP-2	Rtt109 HAT inh
O=C(NCCN1CCNC1=O)C1CCC(=O)N(CCc2ccc(Cl)cc2)C1 (configuration not stated)	-5	-1	-3	?	1	-1	-62	-9	-1.9	-2
CC(=O)N(c1ccc(Cl)cc1)c1nc(C)cc(C)c1C#N	3	-7	-4	18	-19	6	-18	3	0.2	4
Cn1c(=O)c(=O)n(C)c2cc(S(=O)(=O)N3CCCC3C(=O)Nc3ccccc3F)ccc21 (configuration not stated)	-4	.	3	14	6	.	-14	-6	-0.1	7
O=C(NC1=NCCS1)c1ccc(C(F)(F)F)cc1	-2	-3	2	11	87*	-1	-11	4	-0.5	0
CCOC(=O)c1sc(=NC(=O)CCSc2ccccc2)n(C)c1C	-5	-5	5	-41	114*	3	41	-5	5.6	-32
CNCC/C=C1/c2ccccc2CSc2ccccc21	-9	-1	-3	-18	.	-6	18	-18	-2.3	3
Cc1cccc(N(CC(=O)NCc2ccco2)C(=O)CCC(=O)Nc2nccs2)c1C	-7	.	8	.	-2	-5	.	5	1.1	4
CCn1nc(Cc2cccc3ccccc23)c(C#N)c1N	8	.	-3	24	8	-5	-24	-7	-0.5	-2
COc1ccc(CCNC(=O)c2cc(C)oc2C)cc1	0	1	1	20	10	9	-20	4	-2.5	10
COc1ccccc1CN1CCCC(CN(CCN(C)C)C(=O)c2ccc(C)cc2)C1 (configuration not stated)	-3	1	-5	11	.	8	-11	-2	0.0	6
O=C(NNC(=O)c1ccccc1F)c1ccco1	-1	-1	9	.	5	-2	.	10	-1.8	2
CC(C)N1C(=O)C2ON(c3ccccc3)C(c3cccs3)C2C1=O (configuration not stated)	-7	-2	-8	13	7	-3	-13	-8	-4.2	5
CCN(CC)S(=O)(=O)c1cccc(C(=O)N/N=C/c2cc(OC)c(O)c(OC)c2)c1	-6	1	2	-12	-1	0	12	11	-0.9	2
CC(C)(C)c1ccc(C(=O)NC(=S)NNC(=O)COc2ccccc2)cc1	0	.	3	-8	20	-3	8	-13	-3.8	2
COc1ccc(NC(=O)N2CCN(c3ccc([N+](=O)[O-])cc3)CC2)cc1	7	-4	6	-39	4	-3	39	-4	-0.9	6
